From PubChem
Pf Dd2 growth – qHTS Primary assay for Inhibitors of Plasmodium falciparum Dd2 growth in vitro; AID 1347417, 2020; P. falciparum Dd2 growth, SYBR Green, 72 h; Potency, µM (titrated, usually from 28.9 µM), for inactives: at the top dose activity, negative = inhibition, most hits filed as inhibitors; actives 4.3% (n = 120,000); active = well fitted inhibition curve with a large enough effect; inconclusive = small, poorly fitted or top-dose-only effect; inactive = no such curve, though single readings can be large or run the other way;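 also: plate controls were DMSO vehicle for no effect and reference drug for full effect; nearly all actives have a fitted effect of over 65% in size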
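Readout: SYBR Green fluorescence, 485 nm excitation, 535 nm emission, after ~16 h lysis at 37C. Before that, Dd2-infected red cells (2.5% hematocrit) grew 72 h with compound, 29 uM top final concentration.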
Active calls of the source: *; i = inactive; ? = inconclusive; [ ] = another dose, or the depositor's remark. Potency is read from the fitted curve at half-maximal effect. This is a subset; count on the stated rates, not on these rows.

SMILES | Pf Dd2 growth
O=C(O)c1ccc(-c2cccnc2)cc1 | 1%[44.1 µM]
CC(=O)N1c2ccccc2CC1c1nc(C(C)C)no1 (stereo unspecified) | 12%[5.79 µM]
CC(=O)N1CCc2c(sc3c2c(=O)n(-c2ccccc2)c(=O)n3CC(=O)Nc2cc(C)cc(C)c2)C1 | -3%
CC(=O)Nc1nnc(SCc2cc(=O)c3cccc(Cl)c3[nH]2)s1 | -19%
Cc1cccc(CN2CCCn3nc(C)c(-c4ccccc4-c4ccccc4)c32)n1 | -16%[44.1 µM]
Cc1ccc(C)c(N2CCN(C(=O)c3cc4cc5ccc(C)cc5nc4s3)CC2)c1 | 6%
CC(CNC(=O)CCCn1c(=O)c2cccn2c2cccnc21)c1ccccc1 (stereo unspecified) | -22%
CCN1CC2(CCN(C(=O)c3ccc(NS(=O)(=O)CC)cc3)CC2)CC1=O | 9%
COc1cc(-c2noc(-c3ccc(N4CCCC4)c([N+](=O)[O-])c3)n2)cc(OC)c1OC | i
CCOc1ccccc1C1NC(=O)N(CC(=O)Nc2ccc(F)cc2F)C2=C1C(=O)OC2 (stereo unspecified) | i
CCOc1ccc(Sc2cc(C(=O)NCc3ccccc3Cl)c3ccccc3n2)cc1 | ?
COCc1cc(CC2(NCc3ccccc3F)COC2)no1 | 24%[44.1 µM]
COc1ccccc1NC(=O)N1CCCC(Cn2c(C3CC3)nc3cccnc32)C1 (stereo unspecified) | -14%
Cc1ccc(C)c(N2CCN(CCCNC(=O)c3ccc4nc(CCc5ccccc5)oc4c3)CC2)c1 | 0%
Cc1ccccc1-c1cc2c(ccn2C)c(C(=O)NCCc2cnc[nH]2)n1 | ?
c1ccc(N2CCN(Cc3cc(CC4(NC5CCOCC5)COC4)no3)CC2)cc1 | -3%[44.1 µM]
CCc1ccc(NC(=O)c2ccc3oc(=O)n(Cc4ccccc4)c3c2)cc1 | ?
Cc1nn(C)c(C)c1-c1nc2cc(S(=O)(=O)N3CCCC3)ccc2n1C | -10%
O=C(Cn1c(=O)c2c(n1Cc1ccccc1)CN(Cc1ccccc1)CC2)NCc1cccc(Cl)c1 | i
Cc1cc(C)cc(-n2c(-c3ccccc3)c(C)n3c4c(=O)n(C)c(=O)n(C)c4nc23)c1 | 21%
CCNC(=O)N1CCCC(Cc2ncc(C)n2C(C)C)C1 (stereo unspecified) | ?
O=C(NCCC1CCN(C(=O)Nc2ccccc2F)CC1)c1ccccc1 | -16%
Cc1cccc(-n2nc(-c3c(C)nc4scc(CC(=O)NC(C)C(C)C)n4c3=O)cc2C)c1 (stereo unspecified) | i
COc1ccc(NC(=O)N2CCCC(c3noc(COc4ccccc4)n3)C2)c(C)c1 (stereo unspecified) | ?
CCOC(=O)C1=C(C)N=C2SC=C(CC(=O)N3CCCC3)N2C1c1ccc(Cl)cc1 (stereo unspecified) | -1%
COc1ccc(CN2C[C@H](O)C[C@H]2c2nc(Cc3ccccc3)no2)cc1 | ?
CCN(CC)Cc1ccc2c(c1)CN(C(=O)c1cncc(Br)c1)CCO2 | 8.9µM*
O[C@@H]1C[C@@H](c2nc(-c3ccccn3)no2)N(Cc2ccccc2)C1 | -7%[44.1 µM]
CCOc1ccccc1CNC(=O)c1c(OC)cc(=O)n2c1CCCC2 | -6%
COCc1ccc(C(=O)N2CC[C@](C)(O)[C@H](C)C2)s1 | -16%
Cn1c(=O)c2c(nc(N3CCOCC3)n2Cc2ccccc2F)n(C)c1=O | 3%
Cc1cnc(C(=O)N[C@@H]2CCC[C@@H]2C(=O)NCCc2cccs2)cn1 | -5%
COCC(=O)N(C1CCOCC1)C1CCN(S(=O)(=O)c2cccnc2)CC1 | 28%
CCOC(=O)c1cccc(NS(=O)(=O)c2cc(-c3cnc(C)o3)ccc2OC)c1 | 7%
CSc1cccc(NC(=O)O[C@@H]2CC[C@]3(C)C(CC[C@@H](O)[C@H]3CC(=O)N3CCC[C@H]3CO)[C@]2(C)CO)c1 (stereo partly specified) | -18%
Cc1nc2cccnc2n1CC1CCCN(S(=O)(=O)Cc2ccccc2)C1 (stereo unspecified) | -20%

Part of the list above, tab-delimited.
molecule	Pf Dd2 growth
COc1cc(-c2noc(-c3ccc(N4CCCC4)c([N+](=O)[O-])c3)n2)cc(OC)c1OC	i
CCOc1ccccc1C1NC(=O)N(CC(=O)Nc2ccc(F)cc2F)C2=C1C(=O)OC2 (stereo unspecified)	i

New compounds follow:
SMILES | Pf Dd2 growth
O=C(c1ccco1)N1CCC2(CCCCO2)CC1 | 2%
COc1ccccc1CNC[C@H]1O[C@H](Cc2cc(CN(C)Cc3ccccc3)on2)CC[C@@H]1O | ?
CC(C)c1ccc(CC(=O)N2CCCc3ncc(C(=O)NCCCn4ccnc4)cc32)cc1 | -5%
COCc1cc(=O)n(CC(=O)NCc2ccc(C)cc2)c(N2CCOCC2)n1 | -17%
CCN(CC)C(=O)CCc1c(C)nn(-c2ccc(F)cc2)c1Oc1ccccc1 | -2%
CN1c2cc(C(=O)Nc3ccccc3)ccc2C(=O)N2CCCCCC21 (stereo unspecified) | 10%
COc1cc(NS(=O)(=O)c2ccc3[nH]c4c(c3c2)CCCCCC4)cc(OC)c1 | 13%
CC(=O)c1cc(-c2ccccc2)n(CC(=O)NC2CCCCC2)c1C | 61%[activator]
O=C(NC[C@H]1O[C@@H](CC(=O)N2CCN(c3ccc(F)cc3)CC2)[C@H](O)[C@@H]1O)c1ccco1 | i
Cc1nc2ncccn2c1C(=O)N1CCC2(CCCN(C)C2=O)C1 (stereo unspecified) | -4%
Cc1cc(C)n(-c2nc3ccccc3nc2Nc2cccc(C)c2C)n1 | -4%
CCN(CC)c1nn2c(=O)c(C(=O)NCc3ccc(F)cc3)cnc2s1 | i
COc1ccc(NC(=O)Nc2ccc(C)n(CC(=O)Nc3cccc(C)c3)c2=O)cc1 | -16%
CN1CCN(C(=O)c2ccc3c(c2)N(Cc2ccc(F)cc2)C(=O)c2ccccc2S3=O)CC1 (stereo unspecified) | 4µM*
Fc1ccc(Nc2nc(SCc3ccc(Cl)cc3)nc3ccccc23)cc1 | ?
Cc1noc(C)c1CC(=O)NC1CCCc2c1[nH]c1ccc(F)cc21 (stereo unspecified) | i
CC1(C)C(=O)N(CC(=O)Nc2ccc(Br)cc2F)c2ccccc21 | i
COc1ccc2c(CNCCc3ccco3)c(C(=O)O)n(Cc3ccc(C)cc3)c2c1 | i
COc1ccc(OC)c(C2C(C(=O)N3CCCCC3)=C(C)Nc3nc4ccccc4n32)c1 (stereo unspecified) | i
COCCCNc1ccc(C(=O)N2CCC(CN3CCCC3=O)CC2)cn1 | -1%
CCn1ncc(N2CCC(NC(=O)Cc3ccccc3F)CC2)cc1=O | -29%
Cn1c(=O)c2c(nc(SCC(=O)Nc3ccccc3F)n2Cc2ccccc2F)n(C)c1=O | 7%
COCCCN1CC2(CCN(Cc3ccc4c(c3)CC(C)O4)CC2)CC1=O (stereo unspecified) | 11%
O=C1COc2ccc(NCc3cccs3)nc2CN1Cc1ccc(C(F)(F)F)cc1 | -25%[44.1 µM]
O=C(NCc1cccc2[nH]ccc12)C1CCCN(C2CCN(C(=O)C3CC3)CC2)C1 (stereo unspecified) | -6%
CC(C)CN1C(=O)COC[C@@H]1[C@H](O)c1ccc(NC(=O)c2ccc(C#N)cc2)cc1 | ?
O=C(c1ccc(Oc2ccc(CN3CCCC3)cc2F)nc1)N1CCCCC1 | 7.1µM*
COc1cc(Cl)c(C)cc1NC(=O)Cn1cccc1-c1nc(-c2ccccc2)no1 | -16%
Cc1nc2ccc(S(=O)(=O)NC(C(=O)N3CCN(c4cccc(Cl)c4)CC3)C(C)C)cc2s1 (stereo unspecified) | -22%
O=C(CCc1c[nH]c2ccccc12)NC1CCc2nn(CC3CC3)c(=O)n2CC1 (stereo unspecified) | 13%
O=C(CC1CCN(C(=O)C2CC2)C1)NCc1ccccc1 (stereo unspecified) | 66%[activator]
Cc1ccc(C(=O)N2CCC[C@H]2c2nc(-c3ccccc3Cl)no2)cc1 | 18%
COc1cccc(-c2nc(NCc3cccnc3)ncc2C(=O)O)c1 | i
COC(=O)N1CCCC(c2nn(-c3ccccc3)c(=O)[nH]2)C1 (stereo unspecified) | i
Cc1nc(N2CCCCC2)n(CC(=O)Nc2cccc(C(F)(F)F)c2)c(=O)c1C | -34%
C=C[C@H]1CN2CC[C@H]1C[C@@H]2CNC(=O)c1ccc(C(F)(F)F)cc1 | ?
CCOc1ccccc1C(=O)Nc1ccc(S(=O)(=O)Nc2ncccn2)cc1 | 2%
CCn1nccc1C(=O)N1[C@H]2CC[C@@H]1c1cnc(-c3ccc(F)cc3)nc1C2 | ?
CC(C)Cc1nc(CN2CCn3nc(C(O)c4ccnn4C)cc3C2)no1 (stereo unspecified) | -3%
Cc1ccccc1CN1C(=O)CN=C(c2ccccc2)c2cc(Cl)ccc21 | ?
COc1ccc(C(=O)NC2CCN(c3cc(C(F)(F)F)ncn3)CC2)c(C)c1 | 24%
Cc1cnn(C2(C(=O)O)CCN(S(=O)(=O)c3cnn(C)c3)CC2)c1 | -12%
Cc1ccccc1-n1cc(-c2ccccc2)nc1SCC(=O)Nc1ccc(F)cc1 | ?
CNC(=O)[C@H]1C[C@H](Oc2ccccc2)CN1S(=O)(=O)c1ccccc1 | -16%
Fc1ccc(CNC[C@H]2Cn3c(-c4ccc(Cl)cc4)cnc3CO2)cc1 | ?
COc1ccccc1-c1[nH]nc2ncc(C(=O)Nc3cc(C)nn3C)nc12 | 17%[44.1 µM]
O=C(c1ccc2c(c1)N(Cc1ccccc1)C(=O)c1ccccc1S2=O)N1CCC(Cc2ccccc2)CC1 (stereo unspecified) | i
Cc1ccc(S(=O)(=O)N2CCCC(Cn3c(C)nc4cccnc43)C2)cc1F (stereo unspecified) | i
Cc1ccc(NC(=O)CCS(=O)(=O)c2ccc(Br)s2)c(Br)c1 | 3%
COc1ccc(-n2nc(C3CCN([S+](=O)([O-])c4cccc(C(F)(F)F)c4)CC3)[nH]c2=O)cc1 | ?
CCn1nc(C)c(CN(CCOC)C(=O)C2COc3ccccc3C2)c1C (stereo unspecified) | -6%
Cc1cc(Cl)ccc1S(=O)(=O)N1CCCC1c1nncn1Cc1ccncc1 (stereo unspecified) | -14%
Cc1ccc(C(=O)N2CC(Oc3ccc(F)cc3F)C2)cc1 | 3%
COc1ccccc1/C=C/c1nc(C#N)c(N2CCN(C)CC2)o1 | i
COc1ccc(C2=C(C(C)=O)Sc3nnc(-c4ccccc4)n3N2C(C)=O)cc1 | -13%
CCOc1ccc(CCCC(=O)N[C@@H]2CCOC[C@H]2OC)cc1C | -9%
CCc1nc2cc(N3CCCC(C(=O)NCc4cccnc4)C3)cnc2nc1CC (stereo unspecified) | -18%
O=C(c1cccnc1OC1CCN(S(=O)(=O)c2ccccc2)C1)N1CCCCC1 (stereo unspecified) | i
COCC1CN(C(C)=O)CC12CCN(C(=O)NCc1ccco1)CC2 (stereo unspecified) | 29%
Cc1cccc(NC(=O)CSc2nc3c([nH]c4ccccc43)c(=O)n2C)c1 | 4%

In another format: 7 of the compounds above.
compound	Pf Dd2 growth
CCn1nc(C)c(CN(CCOC)C(=O)C2COc3ccccc3C2)c1C (stereo unspecified)	-6%
Cc1cc(Cl)ccc1S(=O)(=O)N1CCCC1c1nncn1Cc1ccncc1 (stereo unspecified)	-14%
Cc1ccc(C(=O)N2CC(Oc3ccc(F)cc3F)C2)cc1	3%
COc1ccccc1/C=C/c1nc(C#N)c(N2CCN(C)CC2)o1	i
COc1ccc(C2=C(C(C)=O)Sc3nnc(-c4ccccc4)n3N2C(C)=O)cc1	-13%
CCOc1ccc(CCCC(=O)N[C@@H]2CCOC[C@H]2OC)cc1C	-9%
CCc1nc2cc(N3CCCC(C(=O)NCc4cccnc4)C3)cnc2nc1CC (stereo unspecified)	-18%

Quoted at random: 4 entries already listed.
SMILES | Pf Dd2 growth
CCc1nc2cc(N3CCCC(C(=O)NCc4cccnc4)C3)cnc2nc1CC (stereo unspecified) | -18%
Cc1cc(Cl)ccc1S(=O)(=O)N1CCCC1c1nncn1Cc1ccncc1 (stereo unspecified) | -14%
Cc1ccc(C(=O)N2CC(Oc3ccc(F)cc3F)C2)cc1 | 3%
COc1ccc(-n2nc(C3CCN([S+](=O)([O-])c4cccc(C(F)(F)F)c4)CC3)[nH]c2=O)cc1 | ?

(further entries)
SMILES | Pf Dd2 growth
COc1ccc(NC(=O)C2(c3cccs3)CCOCC2)cc1Cl | 34%[activator]
CCc1nc(-c2c3n(c(=O)n(CC(=O)NCc4ccc(OC)cc4)c2=O)CCCC3)no1 | i
CC(C)NC(=O)N1CCC2(CC1)C(=O)NCN2C(=O)Cc1ccccc1 | 4%
Cc1cccc(-n2ncc(C(=O)N3CCN(c4ccc(C)cc4C)CC3)c2C2CCN(C(=O)OC(C)(C)C)CC2)c1 | -25%
CCc1cccc(C)c1NC(=O)CSc1n[nH]c(-c2ccccc2)n1 | ?
O=C1NC2(CCN(C(=O)c3cccnc3)C2)N=C1c1ccccn1 (stereo unspecified) | 16%[44.1 µM]
COc1ccc(-c2noc(CC(=O)N(C)c3cc(Cl)c(OC)cc3OC)n2)cc1 | ?
CN1C(=O)[C@@H]2C[C@@H](CN2Cc2nccs2)Oc2ccccc21 | 8%[44.1 µM]
Cc1cc(C)n(CCc2c(-c3ccccc3)ncn2CCCc2cccnc2)n1 | ?
Cc1cc(C)cc(N(CC(=O)NCc2ccccc2Cl)S(=O)(=O)c2c(C)[nH]c(=O)[nH]c2=O)c1 | -24%
CNC(=O)[C@@H]1C[C@H](Oc2cccnc2)CN1C(=O)c1cn[nH]c1-c1ccc(OC)cc1 | 13%
CC(C)(C)CC(=O)Nc1ccc([C@H]2OCC(=O)N(CCN)[C@@H]2CO)cc1 | -14%[44.1 µM]
COc1ccc(-c2nc(C3CC3)nc3c2CCN(Cc2ccc(C(F)(F)F)cc2)CC3)cc1 | ?
